Bioassay records as filed in PubChem BioAssay.
DAX1 inh-1: blocks DAX1 repression of SF-1 activated StAR promoter | HEK293T StAR-luciferase reporter, SF-1/DAX-1 repression relief | inhibition, % at 6.8 µM | actives 1.1% (n = 370,000) | AID 652010;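 active = inhibition above the mean over all tested compounds plus 3 SD, cut at about 3.6% in these data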;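 also: 0% = DAX-1 cells with DMSO and 100% = cells lacking DAX-1 with DMSO; higher inhibition means more luminescence from relief of DAX-1 repression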
DAX1 inh-2: inhibitors of human orphan nuclear receptor DAX1 (NR0B1); P51843; HEK293 Gal4-DAX1 luciferase reporter, luminescence; inhibition, % at 6.75 µM; actives 0.99% (n = 340,000); AID 504766;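 active = inhibition above the mean over all tested compounds plus 3 SD, cut at about 4.2% in these data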;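 also: 0% = DAX1-transfected cells with DMSO and 100% = empty-vector control cells with DMSO; inhibition shows as a rise in luminescence from relieved DAX1 repression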
Target sequence (P51843 207-470 limits assumed): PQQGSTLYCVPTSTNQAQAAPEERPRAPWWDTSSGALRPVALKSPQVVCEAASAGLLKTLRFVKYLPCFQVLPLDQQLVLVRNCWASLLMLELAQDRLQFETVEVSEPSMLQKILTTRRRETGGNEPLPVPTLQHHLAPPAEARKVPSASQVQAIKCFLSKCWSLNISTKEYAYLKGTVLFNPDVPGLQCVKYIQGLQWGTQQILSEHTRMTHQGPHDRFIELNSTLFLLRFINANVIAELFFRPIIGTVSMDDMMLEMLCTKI
hgDAF-12 ag: activates the H. glycines DAF-12 receptor ligand-binding domain; HEK293 GAL4-hgDAF12 UAS-luciferase reporter, agonist luminescence; normalized to butyrate control; activation, % at 6.8 µM; actives 1.8% (n = 370,000); AID 687014;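 active = activation above a cutoff set at the mean of all screened compounds plus 3 SD, cut at about 10% in these data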;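 also: 0% = DMSO wells and 100% = sodium butyrate wells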
sPLA2-III inh: Blocks human group III sPLA2 activity; actives 0.56% (n = 370,000); Q9NZ20; QFRET BODIPY PC-A2 liposome hydrolysis, fluorescence; inhibition, % at 12.2 µM; AID 743126;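 active = inhibition above mean plus 3 SD of compounds lying within the high and low control bounds, cut at about 19% in these data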;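 also: 0% = median of test compound wells and 100% = no enzyme DMSO wells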
Target sequence (Q9NZ20 whole entry, looked up): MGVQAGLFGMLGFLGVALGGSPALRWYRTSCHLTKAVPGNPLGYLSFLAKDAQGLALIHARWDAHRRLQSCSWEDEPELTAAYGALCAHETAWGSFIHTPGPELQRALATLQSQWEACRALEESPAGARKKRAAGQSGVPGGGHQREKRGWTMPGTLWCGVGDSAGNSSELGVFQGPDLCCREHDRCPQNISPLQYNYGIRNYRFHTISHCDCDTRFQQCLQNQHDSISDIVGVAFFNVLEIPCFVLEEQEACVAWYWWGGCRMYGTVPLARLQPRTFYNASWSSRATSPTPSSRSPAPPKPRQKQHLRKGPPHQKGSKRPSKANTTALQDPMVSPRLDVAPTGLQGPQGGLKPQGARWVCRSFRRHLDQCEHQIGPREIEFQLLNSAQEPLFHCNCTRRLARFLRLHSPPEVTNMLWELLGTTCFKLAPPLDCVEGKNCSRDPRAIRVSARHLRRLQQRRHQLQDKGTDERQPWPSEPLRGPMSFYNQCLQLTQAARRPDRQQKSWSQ
ssDAF-12 act: activates DAF-12 receptor from parasite S. stercoralis. actives 1% (n = 370,000). AID 652126. HEK293 ssDAF-12/GRIP1 lit1-tk-luc reporter, luminescence; % of 3 µM dafachronic acid response. activation, % at 6.8 µM;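 active = activation above the mean over all tested compounds plus 3 SD, cut at about 0.9% in these data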;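 also: 0% = DMSO-only wells and 100% = 3 µM delta7-dafachronic acid wells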
GAA850 FXN act: increases GAA850 frataxin promoter reporter activity | HEK293 lucGAA850 FXN promoter luciferase reporter, 24 h; percent of 10 µM SAHA response | activation, % at 6 µM | actives 0.56% (n = 360,000) | AID 540364;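 active = activation above the average of all compounds screened plus 3 SD, cutoff fixed separately per campaign, cut at about 7.5% in these data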;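 also: 0% = DMSO wells and 100% = 10 µM SAHA wells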
hcDAF-12 act: H. contortus DAF-12 activation, primary screen; HEK293 hcDAF-12 lit1-tk-luc reporter, luminescence; 0% DMSO, 100% Δ7-dafachronic acid; activation, % at 6.8 µM; AID 652067; actives 1.4% (n = 370,000);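 active = activation above the mean of all tested compounds plus 3 SD, cut at about 5.5% in these data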;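 also: 100% = response to 3 µM Δ7-dafachronic acid high control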
PLCb3 inh: inhibitors of human phospholipase C beta3; inhibition, % at 12.2 µM; actives 0.18% (n = 370,000); Q01970; Purified PLC-beta3, fluorogenic substrate, fluorescence; in the data active = inhibition above about 11%;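 also: 0% = median of compound wells on plate and 100% = full blocker control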
PLC-gamma1 inh: inhibitors of human phospholipase C gamma1; P19174; purified PLC-gamma1, fluorogenic substrate, fluorescence; inhibition, % at 12.2 µM; actives 0.84% (n = 370,000); AID 720700; in the data active = inhibition above about 9.5%
ADAM17 inh: inhibitors of human ADAM17; actives 0.83% (n = 370,000); P78536; inhibition, % at 6.95 µM; recombinant ADAM17, EDANS/DABCYL FRET peptide cleavage;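 active = inhibition above the mean of compounds lying between control limits plus 3 SD, set per campaign, cut at about 8.5% in these data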;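 also: 0% = DMSO-only wells as the low control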
ADAM10 inh: inhibitors of human ADAM10 | O14672 | recombinant ADAM10, EDANS/DABCYL FRET peptide cleavage, 3 h | inhibition, % at 7 µM | actives 0.62% (n = 370,000) | AID 720582;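 active = inhibition above a per-campaign cutoff equal to the mean of compounds falling between control-based bounds plus 3 SD, cut at about 20% in these data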;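 also: 0% = DMSO wells while the 100% control is not disclosed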
Numbers without * were called inactive; i = inactive; / = no result given.

Fields: DAX1 inh-1	DAX1 inh-2	hgDAF-12 ag	sPLA2-III inh	ssDAF-12 act	GAA850 FXN act	hcDAF-12 act	PLCb3 inh	PLC-gamma1 inh	ADAM17 inh	ADAM10 inh
(1) O=C(NCc1cccnc1)C(=O)c1c[nH]c2ccccc12
→ -0.4	0.4	1.6	2	-0.2	0.7	3.6	6	1	1	-5
(2) Cc1ccccc1NC(=O)c1ccc(NC(=O)c2ccco2)cc1
→ -0.6	-0.3	1.8	-3	-1.4	0.8	-1.6	2	5	4	6
(3) COc1cc(/C=N/O)ccc1Oc1ccc([N+](=O)[O-])cc1[N+](=O)[O-]
→ -1.0	-1.3	0.6	-10	-2.4	4.0	-2.6	-2	1	1	2
(4) CCOC(=O)NN1C(=O)c2ccccc2NC1c1ccc(OC)cc1 (stereo unspecified)
→ -0.3	0.6	-0.5	21*	0.8	1.9	-3.5	i	i	i	i
(5) CCCCN(CC)CCNC(=O)c1cc2c(=O)[nH]c3ccccc3c2s1
→ 0.4	0.0	1.7	2	-0.5	-0.5	0.9	-191	-143	-150	-384
(6) CC1=C(C(=O)N2CCOCC2)C(c2cccs2)NC(=O)N1 (stereo unspecified)
→ -0.2	0.6	-0.3	-2	-0.8	-0.1	-1.0	-15	-11	-8	-13
(7) COc1ccc(S(=O)(=O)N(C)C[C@H]2Oc3ccc(NS(=O)(=O)c4ccccc4)cc3C(=O)N([C@H](C)CO)C[C@@H]2C)cc1
→ -0.4	0.2	-3.7	-25	-1.4	-0.9	-0.5	0	0	-2	-8
(8) CCOc1ccc2[nH]c(=O)c(CN(CCO)C(=O)c3ccccc3F)cc2c1
→ -0.3	-0.5	-1.1	-2	-1.0	-0.8	-0.7	-38	-38	-116	-338
(9) CSc1nc2ccc3nc(NC(=O)c4ccccc4)sc3c2s1
→ 1.0	2.1	8.1	-6	-0.7	4.2	0.9	-41	-34	-31	-94
(10) CC/C=C(\NC(C)=O)c1ccccc1
→ 0.1	-0.5	1.1	0	-1.1	-1.0	1.2	4	-1	-1	-6
(11) CC(Sc1ccc(Cl)cc1)C(=O)NCc1ccc2c(c1)OCO2 (stereo unspecified)
→ -0.6	0.3	-1.6	-4	-0.8	0.2	-1.4	0	-2	-5	4
(12) Cc1cccc(C(=O)Nc2ccc(C(=O)/C=C/c3ccncc3)cc2)c1
→ -1.0	-0.7	1.8	-16	-0.7	17*	1.9	-4	0	4	9
(13) Cc1ccc(C)c(N2CCN(S(=O)(=O)c3ccc4c(c3)CC(C)N4C(=O)C3CC3)CC2)c1 (stereo unspecified)
→ 1.3	0.7	0.7	7	-0.3	1.0	1.1	-3	3	5	11
(14) Cc1cc(C)nc(Nc2n[nH]c(COc3cccc4ccccc34)n2)n1
→ 0.6	0.7	1.4	-2	-0.5	-2.4	5.2	3	0	-7	-6
(15) Cc1cc(CNC(=O)C(C)n2nc(C)c([N+](=O)[O-])c2C)c2ccccc2n1 (stereo unspecified)
→ -0.4	-0.4	-2.5	0	-0.1	0.5	-0.8	5	0	-18	-4
(16) Cc1cc([N+](=O)[O-])ccc1NC(=O)C1CCCO1 (stereo unspecified)
→ 0.6	0.1	0.5	1	-0.6	1.0	0.8	2	2	2	1
(17) CCc1nc2ccc(C(=O)NCc3ccc(OC)cc3)cn2c1N(CC)Cc1cccc(Br)c1
→ -1.2	/	0.1	-2	-1.7	-1.3	-2.3	-38	-24	2	3
(18) CNC(=O)NC(=O)CSc1nc2cc(C(=O)OC)ccc2c(=O)n1-c1ccccc1
→ -1.5	-0.2	0.9	7	-0.9	0.7	-0.3	-1	0	-7	-6
(19) O=C1CC(c2ccc3c(c2)OCCO3)Oc2ccccc21 (stereo unspecified)
→ 1.3	1.1	6.4	-2	-0.2	4.0	4.1	-7	-3	-2	7
(20) Cn1c(CC(=O)NNC(=O)c2ccc(F)cc2F)nc2ccccc21
→ 1.1	-0.1	3.1	-4	-0.7	0.0	-0.3	-2	3	5	19
(21) O=C(Nc1ccccc1)O[C@@H]1C[C@H]2CCCC(=O)N3CC[C@@H](C1)[C@@H]23
→ 0.2	1.0	0.8	3	-1.1	1.4	-2.7	1	1	-5	-1
(22) Cc1ccc(C(=O)Nc2ccc(C)c(S(=O)(=O)N3CCOCC3)c2)c(C)c1
→ -0.8	-0.1	-0.2	-5	-1.1	-1.1	-2.1	-5	6	-4	-7
(23) CCOc1ccccc1NC(=O)Nc1ccc2c(c1)CCC2
→ 3.6*	0.6	3.8	1	-0.8	2.1	-0.6	-9	-3	3	-3
(24) CN(/N=C/c1ccncc1)c1cnn(-c2ccc(F)c(Cl)c2)c(=O)c1Cl
→ 0.5	0.2	1.6	1	-0.9	1.7	1.1	-4	-3	-1	2
(25) C/C(=N\NC(=O)c1ccccc1O)c1ccc(NC(=O)Cc2ccccc2)cc1
→ 7.2*	0.5	7.8	1	0.4	6.4	2.7	-24	-16	-9	-16
(26) CCCCC1Cc2[nH]c(=S)[nH]c(=O)c2C(C(C)C)O1 (stereo unspecified)
→ 0.4	/	-1.1	14	-1.4	/	0.9	1	1	-2	1
(27) Cc1ccccc1CNC(=O)C(C)Sc1ccccc1 (stereo unspecified)
→ -0.7	0.6	-3.5	3	-0.9	0.1	-1.6	2	1	-4	-14
(28) CCC(C)(C)n1nnnc1CN(Cc1cc2cc(OC)ccc2[nH]c1=O)C1CCCC1
→ -0.1	-1.1	0.2	-1	-0.6	1.7	2.3	-102	-67	-39	-107
(29) Clc1ccc(OCCN2CCOCC2)cc1Cl
→ 0.5	-0.3	1.4	11	-1.3	2.9	0.5	3	3	7	-3
(30) CC(C)NC(=O)COc1coc(CN2CCN(c3ccccc3F)CC2)cc1=O
→ -0.4	1.2	-1.1	2	-1.3	1.7	2.0	-4	2	-5	-1
(31) O=c1ccc2c(-c3ccccc3S(=O)(=O)O)c3ccc(O)c(O)c3oc-2c1O
→ -3.4	-1.2	-7.2	-25	-1.2	-1.8	-0.4	12*	25*	1	13
(32) O=C(NCCc1ccccc1)C1CCC(CNS(=O)(=O)c2ccc(F)cc2)CC1 (stereo unspecified)
→ 0.3	0.7	2.3	5	-0.5	1.1	2.1	-6	2	-5	1
(33) Cc1sc2nc(SCC(=O)Nc3ccc(S(N)(=O)=O)cc3)[nH]c(=O)c2c1C
→ 2.5	0.2	0.8	-5	-0.9	1.0	0.2	0	4	-3	-2
(34) CCOc1ccc(N=C2Sc3nc4ccc(C)cc4cc3CN2CCOC)cc1
→ -0.3	1.0	-0.1	3	-1.6	2.1	-2.3	-8	4	-7	-6
(35) O=C(CSCc1ccc(Cl)cc1)NN=C1CCCC1
→ -0.1	3.1	-0.1	-10	-1.2	1.5	-0.7	1	1	4	9
(36) O=C(NCC(c1ccco1)N1CCCCC1)c1ccc(S(=O)(=O)Nc2ccccc2)cc1 (stereo unspecified)
→ -2.4	0.3	0.1	-18	-1.3	-0.8	-1.4	-9	-1	-5	3
(37) CC1(C)CC(=O)C(C=NCCC2=CCCCC2)=C(O)C1
→ -0.1	-1.1	0.8	2	-1.6	1.8	-1.8	-4	0	-5	6
(38) CN(C(=O)COC(=O)c1ccccc1NC(=O)c1ccco1)C1CCS(=O)(=O)C1 (stereo unspecified)
→ 0.6	-0.9	-3.8	2	-1.2	1.5	1.2	0	-1	-1	1
(39) CCOc1ccc(CNCc2ccc(C(=O)O)cc2)cc1OC
→ 0.5	-0.8	1.1	4	-1.0	-0.6	-0.2	2	3	-3	5
(40) O=C(O)CCC(=O)Nc1ccc(S(=O)(=O)N2CCCC2)cc1
→ -0.1	1.2	-1.1	3	-0.9	-1.8	0.0	1	3	-4	-7
(41) O=C(NCc1ccccn1)c1n[nH]c(=O)c2ccccc12
→ -0.2	-0.1	1.9	-3	-2.0	4.0	0.5	-5	0	1	3
(42) Cn1c(CNC(=O)c2cccs2)nnc1SCC(=O)Nc1ccc(Cl)cc1
→ -0.4	0.2	0.4	4	-1.3	1.1	0.1	1	1	-4	7
(43) O=C(CSc1ncccn1)Nc1ncc(C(F)(F)F)cc1Cl
→ 0.8	-0.7	2.0	0	-1.2	2.0	-0.3	-4	-1	-6	-5
(44) CC(C)NC(=O)C1(C)CCN1C(=O)C(c1ccccc1)c1ccccc1 (stereo unspecified)
→ -0.2	/	0.1	-1	-1.8	-1.2	-0.5	0	0	-5	-10
(45) O=C(Nc1ccc(O)cc1)/C(=C\c1ccncc1)NC(=O)c1ccccc1
→ 0.6	-0.7	-1.0	8	-0.6	0.0	-0.8	-5	2	-5	-6
(46) COc1ccc(C(=O)Nc2ccccc2C(=O)NC(C)C)cc1OC
→ -1.0	-0.7	-2.5	2	-1.3	-1.1	-0.4	-1	5	3	8
(47) CC1(C)CC(CC(=O)NC(=S)Nc2ccc([N+](=O)[O-])cc2)C(=O)O1 (stereo unspecified)
→ 0.6	0.9	0.1	7	-0.2	-0.9	2.6	0	0	-2	6
(48) O=c1[nH]c(C2CCN(S(=O)(=O)/C=C/c3ccccc3)CC2)nc2c1nnn2Cc1ccccc1
→ -0.6	-1.3	-1.9	-44	-0.2	1.1	-3.3	-6	2	5	18
(49) CCCOC(=O)c1ccc(NC(=O)C2C3CCC(C3)C2C(=O)O)cc1 (stereo unspecified)
→ -0.1	1.9	1.4	1	-0.9	5.8	-0.7	4	2	-1	-5
(50) CCOC(=O)C1CCCN(CC(=O)c2ccc(F)cc2)C1 (stereo unspecified)
→ 0.6	-0.8	-2.4	-2	-0.7	0.4	-1.2	-9	-5	-7	-8
(51) CC1(C(=O)NS(=O)(=O)c2ccccc2)CCN1C(=O)Cc1cccs1 (stereo unspecified)
→ -0.3	/	1.6	16	-1.0	3.2	0.1	1	3	-6	-20
(52) Cc1ccc(NC(=O)C2COc3ccccc3O2)cc1S(=O)(=O)N1CCCCC1 (stereo unspecified)
→ -3.4	-1.2	0.6	-20	-1.2	-1.1	-2.3	-3	1	5	9
(53) Cc1cc(C(=O)NC2CCCC2)c2ccccc2n1
→ 0.1	2.1	-1.1	5	-0.9	1.0	-1.4	-3	-1	-4	-2
(54) COc1ccc(-c2noc(CCC(=O)NC3CCCCCC3)n2)cc1OC
→ -0.2	0.5	-0.3	9	-1.7	2.7	-1.9	1	2	2	-2
(55) COc1ccc(N(CC(=O)N/N=C/c2cccnc2)S(=O)(=O)c2ccccc2)c(OC)c1
→ -1.5	-0.2	-2.1	-7	-1.4	1.5	4.6	-5	2	2	4
(56) CCOC(=O)C1=C(C)N(CC)C(=S)NC1c1ccccc1OC(F)F (stereo unspecified)
→ 0.2	1.2	-0.6	14	-1.7	0.4	-1.3	7	4	-7	0
(57) c1coc(CN2CNc3nc4ccccc4n3C2)c1
→ 0.0	0.1	2.8	-1	0.1	0.7	4.6	-7	-1	-5	1
(58) COCCN(C(=O)COC(=O)CCc1ccc(OC)cc1)c1c(N)n(Cc2ccccc2)c(=O)[nH]c1=O
→ 1.8	0.6	-1.4	-2	-1.1	-1.4	0.5	-4	-2	-3	-2
(59) CN(C)c1nc2ccccc2n(C)c1=O
→ 0.2	-0.1	1.2	-1	-1.1	3.0	-1.9	2	1	1	0
